Compound activity (PubChem BioAssay)
TAAR1 antagonist: human TAAR1 antagonists, primary screen, Fluo-8 calcium fluorescence, CHO RD-HGA16 cells. inhibition, % at 3 µM. hit rate 1.5% among 360,000. AID 624466, 2012. Trace amine-associated receptor 1 (Homo sapiens), Q96RJ0. antagonist;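 active means inhibition above a per-plate cutoff, the mean inhibition of test compounds on that plate plus 3 SD, cut at about 49% in these data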;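 further: 0% = DMSO plus EC80 beta-PEA response and 100% = DMSO alone without agonist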
Target sequence (Q96RJ0 whole entry, looked up): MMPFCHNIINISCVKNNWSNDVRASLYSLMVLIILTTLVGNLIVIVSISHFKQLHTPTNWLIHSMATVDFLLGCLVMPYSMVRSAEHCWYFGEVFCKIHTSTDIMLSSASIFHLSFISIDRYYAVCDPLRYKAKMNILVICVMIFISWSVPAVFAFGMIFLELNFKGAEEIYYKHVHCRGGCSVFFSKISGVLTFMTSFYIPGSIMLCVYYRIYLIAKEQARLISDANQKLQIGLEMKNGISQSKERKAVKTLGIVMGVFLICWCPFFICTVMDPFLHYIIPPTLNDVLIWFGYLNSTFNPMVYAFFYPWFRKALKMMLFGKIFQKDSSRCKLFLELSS
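Assay system: RD-HGA16 CHO cells with stable hTAAR1 and Gα16 / Reagent: EC80 β-phenethylamine stimulus / Doses: 3 µM, single point / Timing: dye loading 75 min at 37 °C, then 30 min room temperature / Measured by: Fluo-8 intracellular calcium dye fluorescence, real-time kinetic reads / Controls: vehicle wells and EC80 agonist wells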
GPR7 antagonist: GPR7 receptor antagonists, primary screen, cell-based, fluorescence, single concentration | Neuropeptides B/W receptor type 1 (Homo sapiens), P48145 | GPR7-expressing cells, fluorescence antagonist assay | inhibition, % at 4.4 µM | hit rate 1.1% among 290,000 | AID 1861, 2009; in the data active means inhibition above about 16%, passing the limit was not always enough;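 further: cells stimulated with the agonist NPW; 0% = agonist with vehicle and 100% = vehicle without agonist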
Target sequence (P48145 whole entry, looked up): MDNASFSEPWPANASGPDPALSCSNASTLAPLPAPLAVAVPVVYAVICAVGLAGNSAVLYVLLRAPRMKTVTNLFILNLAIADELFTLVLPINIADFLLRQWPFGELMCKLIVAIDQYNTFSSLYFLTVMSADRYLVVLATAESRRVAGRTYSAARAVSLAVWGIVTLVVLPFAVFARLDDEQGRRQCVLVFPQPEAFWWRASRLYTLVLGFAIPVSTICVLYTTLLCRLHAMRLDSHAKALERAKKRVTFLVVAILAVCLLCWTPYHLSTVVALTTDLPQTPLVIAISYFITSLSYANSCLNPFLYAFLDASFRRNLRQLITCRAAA
CHO-K1 Ca antag: counter-screen for M1 antagonists: effect in parental CHO-K1 cells | ATP-induced calcium, Fluo-8 fluorescence | inhibition, % at 3 µM | hit rate 0.6% among 360,000;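 active means inhibition above a per-plate cutoff, the plate's mean sample inhibition plus 3 SD, cut at about 24% in these data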;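 further: 0% = DMSO plus EC80 ATP and 100% = DMSO alone without ATP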
OXTR potentiator: human OXTR potentiators, primary screen, fluorescence, CHO-OTR cells, Fluo-8 calcium | Oxytocin receptor (Homo sapiens), P30559 | Fluo-8 calcium fluorescence, potentiator mode; 0% = oxytocin EC15, 100% = EC100 | activation, % at 3 µM | hit rate 0.061% among 320,000;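 active means activation above that plate's cutoff, the mean activation of tested compounds plus 3 SD, cut at about 6.6% in these data, passing the limit was not always enough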;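 further: 100% uses oxytocin at 75 nM as the full agonist control; some results filed as inactive read as strong as hits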
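Dosing: Single dose, 3.0 µM nominal final compound concentration | Material: Human OTR in CHO cells | Technique: Kinetic Fluo-8 calcium fluorescence | Benchmarks: EC15 oxytocin alone as 0%, 75 nM oxytocin as 100% | Probe or stimulus: Oxytocin at about EC15, sub-maximal agonist stimulus | Incubation: Compound 6 min at room temperature before oxytocin, 100 s read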
CHO-K1 Ca PAM: nonselective calcium activators in parental CHO-K1 cells, primary screen, counter-screen for M1 PAM project, cell-based, Fluo-8 calcium fluorescence, full deck, 1536-well. ATP EC20; 0% at ATP EC20, 100% at ATP max. activation, % at 3 µM. hit rate 0.02% among 360,000. AID 602247, 2012;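 active means activation above the run cutoff, the mean activation of all test compounds plus 3 SD, cut at about 40% in these data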;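 further: peak over basal fluorescence ratio in a 140 s read after ATP addition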
V1R ag counter: agonists of human V1a receptor, primary screen, counter-screen for OXTR agonist project, fluorescence, CHO-V1R cells; Fluo-8 calcium fluorescence, agonist mode; 0% DMSO, 100% 3 nM vasopressin; Vasopressin V1a receptor (Homo sapiens), P37288; activation, % at 3 µM; hit rate 0.25% among 320,000;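 active means activation above the mean activation of all tested compounds plus 3 SD, per screening run, cut at about 20% in these data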;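 further: signal is peak over basal fluorescence ratio across a 100 second FLIPR read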
Target sequence (P37288 whole entry, looked up): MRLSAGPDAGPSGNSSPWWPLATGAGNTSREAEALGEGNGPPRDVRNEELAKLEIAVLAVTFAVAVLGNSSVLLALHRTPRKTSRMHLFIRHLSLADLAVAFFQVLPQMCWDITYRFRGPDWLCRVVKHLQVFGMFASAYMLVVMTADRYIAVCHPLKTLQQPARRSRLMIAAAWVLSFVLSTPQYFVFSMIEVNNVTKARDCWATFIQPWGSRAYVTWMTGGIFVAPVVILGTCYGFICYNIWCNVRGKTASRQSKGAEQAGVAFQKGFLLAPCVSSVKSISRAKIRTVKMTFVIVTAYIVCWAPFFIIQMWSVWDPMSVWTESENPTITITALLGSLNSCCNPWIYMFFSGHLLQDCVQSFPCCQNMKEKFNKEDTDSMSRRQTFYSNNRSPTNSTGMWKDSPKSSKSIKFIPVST
OXTR agonist: human OXTR agonists, primary screen, fluorescence, CHO-OTR cells, Fluo-8 calcium | Oxytocin receptor (Homo sapiens), P30559 | Fluo-8 calcium fluorescence; normalized: DMSO 0%, oxytocin 100% | activation, % at 3 µM | hit rate 0.32% among 320,000 | AID 2435, 2010;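 active means activation above the mean of all tested compounds plus 3 SD, cutoff set per screening run, cut at about 20% in these data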;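 further: peak over basal fluorescence ratio from a 100 s FLIPR kinetic read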
CHO parental Ca: ATP-evoked calcium signal inhibitors, parental CHO, primary screen, counter-screen for OX1R antagonist project, cell-based, fluorescence, Fluo-8 calcium dye; AID 463079, 2010; inhibition, % at 5.6 µM; parental CHO-K1, ATP-induced calcium, Fluo-8 fluorescence; hit rate 0.63% among 330,000;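 active means inhibition above that plate's mean sample inhibition plus 3 SD, cut at about 26% in these data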;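 further: 0% = ATP-challenged DMSO wells and 100% = DMSO wells without ATP; some compounds past the cut are filed as inactive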
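Assay system: parental CHO cells; Read-out basis: percent inhibition of ATP-evoked calcium rise, normalized to controls; Benchmarks: ATP and no-ATP DMSO wells; Compound dosing: single nominal dose of 5.6 µM per compound; Signal: Fluo-8 calcium dye fluorescence; Also added: ATP as calcium-mobilizing challenge; Repeats: singlicate.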
CHO-K1 Ca ag: counter-screen for M1 agonists: effect in parental CHO-K1 cells; Fluo-8 calcium fluorescence; scaled to maximal ATP response, vehicle zero; activation, % at 3 µM; hit rate 0.48% among 360,000; AID 602248, 2012; in the data active means activation above about 15%;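 further: untransfected CHO-K1 host cells lacking M1 receptor as counterscreen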
An asterisk follows results filed as active; . = not tested or not shown. Compounds as they come. About 3.5% of those tested had a hit in this group.

Values run as follows: TAAR1 antagonist, GPR7 antagonist, CHO-K1 Ca antag, OXTR potentiator, CHO-K1 Ca PAM, V1R ag counter, OXTR agonist, CHO parental Ca, CHO-K1 Ca ag
1: O=C(COc1ccccc1F)NNC(=O)Cn1c(=O)cnc2ccccc21
→ 0, ., -22, -4, -4, 0.3, 1.5, -3, 0.6
2: CCN(CC)C(=O)C1=C(C)N(CCCN2CCCC2=O)C(=O)C(CC(=O)NCCc2ccccn2)C1 (stereo not drawn)
→ -25, ., -11, ., 8, ., ., ., 0.8
3: CCOc1ccccc1NC(=O)NCc1ccc(F)cc1
→ -2, -15, 4, -1, 2, -0.8, -1.1, -5, 0.5
4: CC(=O)N(C(C)=O)C1=C(C#N)C2(CCCCC2)Cc2ccccc21
→ 3, -8, -7, 6, 4, -1.0, -2.6, -26, -0.4
5: O=C(NNC(=S)NC(=O)c1ccccc1[N+](=O)[O-])c1ccccc1Cl
→ -2, -3, -8, 2, 19, -0.2, -1.3, 2, 0.5
6: Cc1cc(Br)ccc1NC(=O)c1cnc(N2CCN(c3ccccn3)CC2)c2ccccc12
→ 67*, 10, 14, -16, 0, 0.2, -1.1, -29, 5.8
7: Oc1ccc(C[C@@H]2CNCCN2CCc2cccc3ccccc23)cc1
→ 12, ., 8, -5, -12, 2.4, 7.1, 7, 1.3
8: Cc1ccccc1CNC(=O)COc1ccccc1
→ -5, 11, -4, -4, 3, 5.6, -0.6, 1, 0.3
9: Cc1cccc(C(=O)NC2CC3CCCC(C2)N3C(=O)Nc2ccccc2)c1 (stereo not drawn)
→ -5, -20, -12, 0, -9, 0.5, -0.9, -21, 0.1
10: CN(C)C(=O)c1cccc(-c2cnc3c(NC=O)cc(-c4ccc(F)cc4)cn23)c1
→ 10, ., 10, ., 2, ., ., ., 1.8
11: O=C(Oc1ccccc1)c1ccc2nsnc2c1
→ -19, -6, 7, -2, -2, -0.1, -0.9, -14, -0.4
12: CC(=O)N1CCC(c2c[nH]c3ccccc23)CC1
→ -15, -7, 12, 3, -9, 0.3, 0.8, -15, 0.3
13: CC(/C=C1\SC(=O)N(CC(=O)Nc2ccc(O)cc2)C1=O)=C\c1ccccc1
→ 8, 9, -1, -6, 6, 0.9, 2.9, -2, 0.0
14: Cc1ccc(-c2csc(NC(=O)c3c(C)noc3C)n2)cc1C
→ -3, ., -11, -1, -14, 1.9, -1.6, 2, 1.5
15: Cc1cc2c(cc1S(=O)(=O)N(C)c1ccccc1)n(C)c(=O)n2C
→ 21, -15, -3, -1, 11, 1.0, 0.1, -14, 3.6
16: CCCCC[C@@H](C)N1C[C@H](COCc2ccccc2)Oc2cc(N3CCC[C@H]3C(N)=O)ccc2S1(=O)=O
→ -40, ., -13, ., 14, ., ., ., 0.0
17: CC(=N\NC(=O)c1ccccc1)/C(=N/O)C(=O)Nc1ccccc1
→ -14, -2, -15, -7, 12, 0.6, 0.9, -11, 0.7
18: CC(C)(C)/C(COc1ccccc1[N+](=O)[O-])=N/O
→ 6, -8, -13, -1, 9, -0.2, -0.7, 11, 0.3
19: COc1ccc(Cl)cc1-c1cc(C(=O)NCc2ccc(F)cc2)[nH]n1
→ 1, ., -15, ., 13, ., ., ., 1.3
20: Cc1ccc(S(=O)(=O)NN2Cc3ccccc3C2=N)cc1
→ -14, -1, -14, 2, 9, -0.1, 1.4, -2, 0.1
21: N#Cc1ccc(OCC(=O)NNC(=O)C2CCCCC2)cc1
→ 10, ., -5, -3, -18, 0.8, -0.5, 10, 0.1
22: CC[C@]1(C(=O)OC)[C@H]2C(=O)N(C)C(=O)[C@H]2[C@H]2CN(C)C(=NC)N21
→ -11, ., -15, ., 11, ., ., 0, 0.3
23: CCOc1ccccc1CN1CCCC(CNS(=O)(=O)c2ccc(OC)cc2)C1 (stereo not drawn)
→ -4, -4, 21, -10, 15, 2.1, 1.8, -23, 0.1
24: C[C@H](NC(=O)c1nc[nH]c1C(=O)NC1CCN(C(=O)OC(C)(C)C)CC1)C(=O)OCc1ccccc1
→ 56*, -14, 4, -8, 1, -0.8, -1.9, -22, 1.5
25: COc1ccc(/C=N/N=C2/CC(C)(C)Cc3n[nH]c(=O)cc32)cc1
→ -2, -7, -6, -12, 17, 3.4, 0.5, -4, 2.4
26: O=C(NNC(=S)Nc1ccc(Cl)cc1Cl)c1cccnc1
→ 8, ., -11, -2, 16, -0.5, 0.0, -14, -0.1
27: CCOC(=O)C1=CN(CC2CCCO2)C=C(C(=O)OCC)C1c1ccccc1C(F)(F)F (stereo not drawn)
→ -18, -17, -2, 1, 9, 1.0, 1.0, -21, 0.0
28: CCCCOc1cccc(C2/C(=C(/O)c3ccc4c(c3)CC(C)O4)C(=O)C(=O)N2CCN2CCOCC2)c1 (stereo not drawn)
→ -11, -3, -4, -3, -18, 1.5, 1.0, -21, 1.2
29: CCOC(=O)N1CCc2c(sc(N)c2C#N)C1
→ -21, 5, ., -10, ., -0.6, -1.2, -4, .
30: O=C(/C=C\Nc1ccccn1)c1ccc(Cl)cc1
→ 5, -6, 6, -1, 4, -0.3, -1.5, -30, 1.0
31: CC(C)c1ccccc1NC(=O)COC(=O)COc1ccccc1[N+](=O)[O-]
→ -20, -4, -20, -19, 20, 0.5, 0.5, -7, 0.2
32: O=C(Nc1cc(Br)ccc1O)c1cc(-c2ccc3c(c2)OCO3)on1
→ -12, 9, 12, -7, -29, 5.2, -0.5, 10, 0.1
33: CCc1nc(SCC(=O)Nc2cc(C)ccc2OC)c2c(C)c(C)sc2n1
→ 2, -7, -3, -4, -22, -0.2, -0.9, -16, -0.2
34: CC[C@]1(C(=O)OC)[C@H]2C(=O)N(Cc3ccccc3)C(=O)[C@H]2[C@H]2CN=C(SCc3ccc(C#N)cc3)N21
→ 22, ., -5, ., 4, ., ., -27, 1.3
35: O=C(COc1ccc2ccc(=O)oc2c1)NC1CCCCC1
→ 1, ., -9, 3, 2, 0.4, 1.6, -3, 0.6
36: CCCc1nc2sc3c(=O)[nH]cnc3c2c2c1CCCC2
→ -35, -12, ., -4, ., 0.2, -0.2, 11, .
37: Cc1cccc(C(=O)NC2CCN(CC(=O)NCc3cccs3)CC2)c1
→ -4, 13, 9, -6, 5, 0.1, 0.8, -9, 0.0
38: Cc1ccccc1-n1c(=O)cc(N2CCCCCC2)[nH]c1=O
→ -6, 8, -1, -7, 1, -0.1, -0.2, -10, -0.1
39: CN(C(=O)c1cc(-c2cccs2)nn1-c1ccccc1)C1CCS(=O)(=O)C1 (stereo not drawn)
→ 21, ., -13, ., 21, ., ., ., 1.1
40: N#C/C(=C\c1cn(CC(=O)O)c2ccccc12)C(=O)NCc1ccccc1
→ -7, -9, -13, -3, 21, -0.3, 0.4, 2, 0.6
41: COc1cccc(-n2ccnc2SCC(=O)N2CCc3ccccc32)c1
→ 6, -10, -13, -11, 19, 0.3, -0.9, -16, 0.5
42: CSCCC(NC(=O)c1ccccc1)C(=O)Nc1ccc(C)cc1 (stereo not drawn)
→ -3, -5, -17, 5, 22, -0.2, -1.8, -16, 1.7
43: CCOc1ccc(/C=C2\N=C(c3cccs3)OC2=O)cc1OC
→ ., -7, ., 4, ., 0.3, 1.1, -2, .
44: N#CC1(NC(=O)CSc2nncn2-c2ccccc2F)CCCC1
→ 5, ., -8, 2, -9, 0.1, 3.0, -8, 0.4
45: COc1cccc(C2C(C(N)=O)=C(C)Nc3nc(CCCO)nn32)c1 (stereo not drawn)
→ -9, -3, -6, -14, 13, 1.9, 1.0, 9, 1.1
46: CC1(C(=O)Nc2ccc3nc[nH]c3c2)CCN1C(=O)c1ccccc1CCc1ccccc1 (stereo not drawn)
→ 30, ., -5, ., -7, ., ., ., 2.9
47: CC(=O)N1c2ccc(S(=O)(=O)N3CCCC(C(=O)NCc4ccccc4)C3)cc2CC1C (stereo not drawn)
→ -4, -11, 7, -5, -6, 2.6, -0.4, -7, 0.2
48: CSc1ccc(C#N)cc1NC(=O)c1ccccc1
→ -3, -11, 10, 0, -2, 0.3, -0.7, -6, -0.1
49: COc1ccc(-c2cc(C3CCN(c4cc(Cl)nc(N)n4)CC3)[nH]n2)cc1
→ 31, 7, 3, -10, -5, 15, 18, -1, 2.0
50: COc1ccc(C2=NOC(C(=O)NCc3ccccc3)C2)cc1 (stereo not drawn)
→ ., 20, 9, -6, -9, 0.1, -0.4, -9, 0.6
51: COc1ccccc1NC(=O)CN(C)S(=O)(=O)c1cc(C)ccc1OC
→ -1, -5, -11, -5, 19, -0.3, 0.3, -9, 0.8
52: CCc1ccc(OCC(=O)Nc2cccc3c2CCCC3)cc1
→ -2, -5, 8, -11, 10, -1.2, -0.4, -5, 6.8
53: O=C(O)/C=C/C(=O)N1CCN(C(c2ccccc2)c2ccccc2)CC1
→ -15, 4, -2, -11, 2, -0.9, 0.7, -15, 1.8
54: Cn1nc(-c2ccccc2)c(-c2nc(-c3ccccc3Cl)no2)c1Cl
→ 12, -6, -10, -9, 23, -0.1, 0.1, -11, 0.8
55: Cc1ccc(N(C)C(=O)c2cc(S(=O)(=O)N3CCCCC3)c[nH]2)cc1
→ -4, -6, -11, -4, 26, -0.1, 0.2, -13, 0.7
56: Cc1ccc(OCCCC(=O)N2CCN(S(=O)(=O)c3cccc(F)c3)CC2)cc1
→ 3, ., -5, -4, -5, 8.1, 1.7, 4, 2.4
57: O=C(Nc1ccccc1)O/N=C1/CCCc2occc21
→ 9, -9, -11, -7, 19, -0.7, 0.0, -5, 1.7
58: O=[N+]([O-])c1cc(C(F)(F)F)ccc1NCC1CCCO1 (stereo not drawn)
→ -6, -17, -6, -6, 9, 1.1, -0.5, -7, 0.7
59: CCCN(CCC)C(=O)c1ccc2c(c1)OCO2
→ -2, -13, 1, -22, 2, -0.8, 10, -2, 0.2
60: CCOC(=O)c1ccccc1NC(=S)N1CC(C)CC(C)C1 (stereo not drawn)
→ -27, -8, 0, 7, 21, -1.4, -2.1, -6, 0.1
61: O=C(COC(=O)c1cccnc1Cl)Nc1ncc(Cl)cc1Cl
→ -16, -14, -7, -13, 17, 1.2, -0.8, -16, 1.6
62: CCCNC(=O)C/C(C)=N/NC(=O)COc1ccc(C)cc1Br
→ 8, 5, 1, -2, 16, -1.2, -0.6, -16, 4.0
63: CC(=O)N(c1ccccc1C)C1CCCC1
→ -3, -19, -15, -1, 32, 0.8, 0.7, -12, 1.0
